# tim23-1 inh – inhibits growth of tim23-1 mutant yeast; S. cerevisiae tim23-1 growth, BacTiter-Glo luminescence, 24 h; hit rate 1.3% among 330,000; inhibition, % at 20 µM;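 active = growth inhibition of the mutant yeast at or above 50%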;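 also: temperature-sensitive mutant grown at 25 °C; plate controls were DMSO-treated mutant yeast for no effect and medium wells lacking yeast for full effect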
# Mdm2-MdmX inh – inhibitors of human Mdm2/MdmX interaction; hit rate 3% among 330,000; O15151+Q00987; inhibition, % at 8 µM; SaOS-2 split-luciferase Mdm2/MdmX complementation, luminescence;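 active = inhibition of at least 50% at 8 µM in the primary screen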
# tim10-1 inh – inhibits growth of tim10-1 mutant yeast. inhibition, % at 20 µM. hit rate 2.2% among 330,000. S. cerevisiae tim10-1 ts strain growth, BacTiter-Glo, 24 h;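 active = inhibition of at least 40%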;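 also: mutant grown at 25 °C; 0% = DMSO wells with yeast and 100% = wells holding no yeast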
# NR3A LBD binder – modulates the human NR3A ligand-binding domain; hit rate 2.5% among 340,000; NR3A LBD differential scanning fluorimetry, Tm shift; 0% = protein alone, 100% = glycine-bound protein; Tm shift relative to glycine control, % at 25 µM;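 active = melting temperature shift of at least 10% of the positive control shift, at one fixed dose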
# NLRP3 yeast inh – inhibitors of NALP3 inflammasome in yeast; Yeast reconstituted NLRP3/ASC/caspase-1, beta-gal luminescence, 24 h; inhibition, % at 10 µM; hit rate 0.39% among 330,000;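 active = inhibition of 50% or more; inactive = inhibition below 50%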;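 also: plate controls were induced DMSO wells for no effect and uninduced yeast grown without galactose for full effect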
# APJ agonist – APJ receptor agonism; activation, % at 20 µM; hit rate 0.11% among 330,000; P35414; CHO-K1 APJ PathHunter beta-arrestin, luminescence; 0% DMSO wells, 100% apelin; AID 2520;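 active = activation more than six SD over the plate average, tested at 20 µM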;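 also: 0% = DMSO alone and 100% = apelin-13 at 10 nM; some results filed as inactive read as strong as hits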
# Target sequence (P35414 whole entry, looked up): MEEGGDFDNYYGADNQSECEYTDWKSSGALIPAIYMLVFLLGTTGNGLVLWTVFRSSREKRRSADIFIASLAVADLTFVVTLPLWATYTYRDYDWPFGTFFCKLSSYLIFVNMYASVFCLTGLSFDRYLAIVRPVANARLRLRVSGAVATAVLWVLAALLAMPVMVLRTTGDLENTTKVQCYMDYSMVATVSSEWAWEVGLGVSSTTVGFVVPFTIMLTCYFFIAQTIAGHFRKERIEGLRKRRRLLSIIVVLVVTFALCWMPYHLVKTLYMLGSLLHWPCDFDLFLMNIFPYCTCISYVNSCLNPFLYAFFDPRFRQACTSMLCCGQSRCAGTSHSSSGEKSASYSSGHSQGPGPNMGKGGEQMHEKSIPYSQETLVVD
#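 Material: engineered CHO-K1 APJ arrestin reporter cells; amount: 1000 CHO-K1 reporter cells seeded per well; incubation: compound stimulation 90 min at 25 °C, detection 60 min; signal: luminescent beta-gal fragment complementation, chemiluminescent substrate; read-out basis: APJ agonist activity; controls: DMSO-only wells as negative, 10 nM Apelin-13 as positive control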
# XBP1 UPR activ – activators of adaptive arm of unfolded protein response (XBP1). CHO-XBP1 luciferase reporter, IRE1-XBP1 UPR activation, luminescence; percent of tunicamycin response, DMSO as zero. activation, % at 20 µM. hit rate 0.33% among 330,000. AID 463104;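 active = versus positive control, 20 µM dose yields 30% or more activation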;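 also: 100% = tunicamycin at 10 µg/mL and 0% = DMSO only wells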
#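 incubation = overnight seeding at 37 °C, 6 h compound treatment at 37 °C | assay system = CHO-XBP1 cells stably carrying IRE1-XBP1-driven luciferase reporter | input = 1000 cells per well | detection = luciferase luminescence | dosing = single point, 20 µM final compound, 1% DMSO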
# TIM10 inh – growth inhibitors of TIM10 yeast strain. S. cerevisiae TIM10 strain growth, BacTiter-Glo luminescence, 24 h. inhibition, % at 10 µM. hit rate 1.4% among 330,000. AID 463195;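 active = inhibition of 40% or more at the single tested concentration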;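 also: wild-type TIM10 isogenic control strain grown at permissive 25 °C; 0% = DMSO yeast wells and 100% = minimal medium wells without yeast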
# CHOP UPR activ – activators of apoptotic arm of unfolded protein response (CHOP). CHO-CHOP luciferase reporter, UPR activation, luminescence; percent of tunicamycin response over DMSO baseline. activation, % at 10 µM. hit rate 0.34% among 330,000;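 active = at 10 µM dose, activation of 40% or more, normalized to positive control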;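 also: 100% = tunicamycin at 10 µg/mL and 0% = DMSO alone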
#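 Dosing – one dose, 10 µM in 0.5% DMSO · System – CHO-CHOP cells, stable luciferase reporter of PERK-eIF2a-CHOP signalling · Input – 500 cells/well · Control set – tunicamycin 10 µg/mL final as positive, DMSO-only wells as negative · Timing – 6 h compound treatment, 37 °C · Measure – % activation vs tunicamycin · Technique – luminescence read with Steady-Glo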
# * hit, by the source's call; / = no result given.
SMILES,tim23-1 inh,Mdm2-MdmX inh,tim10-1 inh,NR3A LBD binder,NLRP3 yeast inh,APJ agonist,XBP1 UPR activ,TIM10 inh,CHOP UPR activ
COc1ccc(-c2nn(-c3ccccc3)cc2C(=O)NCCCn2ccnc2)cc1,11,12,-4,-1,9,1,1,1,-1.2
O=C1/C(=C/c2cccs2)CCc2ccccc21,28,5,17,3,18,-4,3,-1,7.0
CC(=O)Nc1ccc(NC(=O)C(OC(=O)c2ccccc2)C(OC(=O)c2ccccc2)C(=O)O)cc1 (centres undefined),13,-11,1,-1,10,-5,-2,6,0.0
Cc1nnc(SCC(=O)NC(=O)Nc2ccc3c(c2)OCCO3)s1,-2,2,-3,-3,3,-2,-3,-5,0.2
CC(C)(C)OC(=O)C[C@H]1C/C=C\C[C@@H](CC(=O)N(CCO)Cc2ccccc2)C(=O)N[C@@H](Cc2ccccc2)COC1=O,-4,18,3,-2,22,1,0,8,0.0
CSc1ncc(CN2CCCC(C(=O)Nc3ccc(-c4ccco4)cc3)C2)cn1 (centres undefined),7,17,-6,-2,8,-4,-4,5,1.4
Clc1cccc(CSc2ccc(-c3cccnc3)nn2)c1,-15,12,-28,2,17,-2,1,-30,1.8
COc1nc(Oc2ccc(=O)n(C)n2)nc(N(C)C)n1,4,25,-14,0,4,-1,2,-6,-0.8
COCCCNC(=O)c1ccccc1C(F)(F)F,7,6,-16,-1,6,-3,-3,-8,-0.3
N#Cc1c(-c2ccccc2)nc(SCc2cccc(C(F)(F)F)c2)[nH]c1=O,31,9,28,-17,-2,-1,-4,6,-0.7

# Whole records, looked up by structure. Values in the order: tim23-1 inh | Mdm2-MdmX inh | tim10-1 inh | NR3A LBD binder | NLRP3 yeast inh | APJ agonist | XBP1 UPR activ | TIM10 inh | CHOP UPR activ
# Results for `COCCCNC(=O)c1ccccc1C(F)(F)F` : 7 | 6 | -16 | -1 | 6 | -3 | -3 | -8 | -0.3
# Results for `O=C1/C(=C/c2cccs2)CCc2ccccc21` : 28 | 5 | 17 | 3 | 18 | -4 | 3 | -1 | 7.0

# (list continues)
SMILES,tim23-1 inh,Mdm2-MdmX inh,tim10-1 inh,NR3A LBD binder,NLRP3 yeast inh,APJ agonist,XBP1 UPR activ,TIM10 inh,CHOP UPR activ
O=C(Nc1ccsc1C(=O)NC1CCCCC1)c1ccccc1,26,-3,5,-7,4,0,-1,10,-0.2
Cc1c(NC(=O)C(C)OC(=O)c2ccc([N+](=O)[O-])s2)c(=O)n(-c2ccccc2)n1C (centres undefined),9,-12,18,2,17,5,-2,-2,-1.2
OCCN1CCN(CCOc2ccccc2-c2ccccc2)CC1,9,-23,7,-11,4,-2,5,7,-1.0
CCOC(=O)c1c(C)nc(C)c(C(=O)OCC)c1-c1ccco1,4,12,15,5,21,-2,2,12,0.6
COc1ccc2[nH]c(=O)c(CN(Cc3nnnn3CCc3ccccc3)CC3CCCO3)cc2c1 (centres undefined),15,-29,9,0,-1,0,6,-7,-0.2
COc1ccc(OC)c(NC(=O)c2ccc3c(c2)C(=O)N(c2ccc(OC(C)=O)cc2)C3=O)c1,16,3,14,2,14,-2,3,-10,-0.3
CC(=O)Nc1ccc(C2=CC(=O)CC(C)(C)C2)cc1,12,-26,4,-4,7,-2,-2,2,3.3
COc1ccc(OC)c2[nH]c(=O)c(CCNC(C)=O)cc12,2,13,-2,1,13,-2,-2,-2,-1.7
CCc1cccc(NC(=O)[C@@H]2CCCN2C2=NS(=O)(=O)c3ccccc32)c1,3,17,1,3,23,-5,-1,-2,0.4
COc1ccc(NC(=O)CCN2C(=O)/C(=C/c3ccc4c(c3)OCO4)SC2=S)cc1,5,21,9,0,-3,-2,-2,10,0.5
COc1cccc(CNC(=O)CCCC(=O)Nc2cccc([N+](=O)[O-])c2)c1,4,1,-4,-1,12,-4,-3,-3,3.0
CN(C)c1cccc2c1c(NS(=O)(=O)c1cn(C)cn1)nn2C,9,-1,14,2,13,17,-3,4,-2.3
O=c1cc(-c2ccccc2Cl)oc2c(Br)ccc(O)c12,29,-12,17,-17,10,-3,5,2,4.7
CCN(CC)S(=O)(=O)c1csc(C(=O)NCc2ccccc2)c1,8,24,11,0,-21,7,-1,-4,-1.5
CC1(C)Cc2c(sc3nc(SCC(=O)NCc4ccccc4)n(-c4ccccc4)c(=O)c23)CS1,1,-4,0,-1,-8,1,0,-36,-0.6
CCCOC(=O)C(C)Sc1n[nH]c(=O)[nH]c1=O (centres undefined),12,-5,4,1,-3,-5,2,19,-1.2
CCOC(=O)C1CCN(C(=O)c2ccc3c(c2)NC(=O)/C(=C/c2ccccc2)S3)CC1,38,16,33,-11,22,-7,-8,26,-1.7
CCOC(=O)c1ccc(NS(=O)(=O)c2ccc(Cl)nc2)cc1,13,-5,4,/,15,-3,-2,16,0.5
C=CCn1c(SCc2cccc3ccccc23)nnc1-c1cccnc1,35,-4,38,0,6,0,-1,26,0.3
O=C(CN1N=C(c2ccc(Cl)cc2)CCC1=O)NCc1cccnc1,18,-13,15,-2,2,0,1,8,0.7

# Already shown: entries from further up.
SMILES,tim23-1 inh,Mdm2-MdmX inh,tim10-1 inh,NR3A LBD binder,NLRP3 yeast inh,APJ agonist,XBP1 UPR activ,TIM10 inh,CHOP UPR activ
COc1ccc(OC)c2[nH]c(=O)c(CCNC(C)=O)cc12,2,13,-2,1,13,-2,-2,-2,-1.7
CCc1cccc(NC(=O)[C@@H]2CCCN2C2=NS(=O)(=O)c3ccccc32)c1,3,17,1,3,23,-5,-1,-2,0.4
COc1ccc(NC(=O)CCN2C(=O)/C(=C/c3ccc4c(c3)OCO4)SC2=S)cc1,5,21,9,0,-3,-2,-2,10,0.5
COc1cccc(CNC(=O)CCCC(=O)Nc2cccc([N+](=O)[O-])c2)c1,4,1,-4,-1,12,-4,-3,-3,3.0
CN(C)c1cccc2c1c(NS(=O)(=O)c1cn(C)cn1)nn2C,9,-1,14,2,13,17,-3,4,-2.3
O=c1cc(-c2ccccc2Cl)oc2c(Br)ccc(O)c12,29,-12,17,-17,10,-3,5,2,4.7
CCN(CC)S(=O)(=O)c1csc(C(=O)NCc2ccccc2)c1,8,24,11,0,-21,7,-1,-4,-1.5
CC1(C)Cc2c(sc3nc(SCC(=O)NCc4ccccc4)n(-c4ccccc4)c(=O)c23)CS1,1,-4,0,-1,-8,1,0,-36,-0.6
CCCOC(=O)C(C)Sc1n[nH]c(=O)[nH]c1=O (centres undefined),12,-5,4,1,-3,-5,2,19,-1.2
CCOC(=O)C1CCN(C(=O)c2ccc3c(c2)NC(=O)/C(=C/c2ccccc2)S3)CC1,38,16,33,-11,22,-7,-8,26,-1.7
CCOC(=O)c1ccc(NS(=O)(=O)c2ccc(Cl)nc2)cc1,13,-5,4,/,15,-3,-2,16,0.5
C=CCn1c(SCc2cccc3ccccc23)nnc1-c1cccnc1,35,-4,38,0,6,0,-1,26,0.3
O=C(CN1N=C(c2ccc(Cl)cc2)CCC1=O)NCc1cccnc1,18,-13,15,-2,2,0,1,8,0.7

# Next entries follow:
SMILES,tim23-1 inh,Mdm2-MdmX inh,tim10-1 inh,NR3A LBD binder,NLRP3 yeast inh,APJ agonist,XBP1 UPR activ,TIM10 inh,CHOP UPR activ
COC(=O)CCNC(=O)c1nn(Cc2ccccc2)c(=O)c2ccccc12,-1,-10,-7,-3,11,-1,1,-5,2.2
O=C(O)Cn1nc(C(F)(F)F)c2c1CCC2,-4,7,-26,-5,6,-4,-4,-10,0.2
Cc1nc(-c2ccccc2)sc1-c1ccn[nH]1,32,-195,-60,0,40,-1,-3,-1,0.6
Cc1cc(NC(=O)COc2ccccc2C)ccc1NC(=O)c1ccco1,18,5,-33,-20,24,3,-7,8,3.2
O=C(Nc1ccc(F)cc1)N1CCCN(c2nccc(C(F)(F)F)n2)CC1,11,20,0,-1,1,-5,-1,-8,1.6
Cc1ccc(Cl)cc1NC(=O)Cn1nc(-c2cccs2)ccc1=O,15,-2,15,3,5,-1,-4,2,-0.3
Cc1cccc(Cc2nnc(CCC(=O)N(C)Cc3ccncc3C)o2)c1,4,13,-10,-1,10,-1,1,-10,0.1
O=C(COC(=O)CCC(=O)Nc1nccs1)NCc1ccco1,4,-7,-4,-2,4,-2,0,-1,-3.3
CSc1nc(N)nc(SCC(=O)Nc2ccc(Cl)cc2)c1C#N,-9,-46,16,29*,1,-1,0,-7,-2.5
Cc1cccc(NCc2ccccc2O)c1C,15,-9,14,-5,17,-1,2,2,-0.3
COc1ccc(CN=C2NN=C(c3ccc(Cl)cc3)CS2)cc1,65*,-113,14,0,-11,-2,5,46*,4.5
COc1ccc(NC(=O)COC(=O)c2cc(C)oc2C)cc1OC,12,-6,2,1,8,-5,0,5,1.2
CC1=C(C(=O)OCc2ccccc2)C(c2ccc(-c3ccccc3)cc2)NC(=O)N1CCCC(=O)O (centres undefined),16,-11,14,/,8,5,-1,15,0.2
Cc1ccc(C(=O)Nc2cccc3cccnc23)cc1C,36,-20,11,1,31,-4,0,9,4.9
C=CCn1c(SCC#N)nc2sc(CC)cc2c1=O,7,11,-3,-3,-7,-3,1,-16,-2.0
Nc1ccc(Br)cc1Br,0,14,11,2,16,-4,0,-16,1.0
Cc1cccc(CSc2ncccc2C(=O)O)c1,5,-3,-15,-5,0,-2,0,1,1.6
O=C1C2C3C=CC(C3)C2C(=O)N1CCN1CCN(S(=O)(=O)c2ccc3ccccc3c2)CC1 (centres undefined),24,-12,28,-2,7,0,-1,27,-1.1
CCCCCC1CC(CC(C)C(=O)Nc2nncs2)C(=O)O1 (centres undefined),2,7,-22,-5,18,0,-1,-21,-0.5
O=C(NCC(c1ccco1)N1CCN(c2ccccc2F)CC1)c1ccco1 (centres undefined),7,-3,3,0,3,4,-1,-9,1.4
CC1CCN(C(=O)Nc2cccc(NC(=O)N3CCC(C)CC3)c2)CC1,-6,29,-13,-3,-4,2,1,-10,1.0
S=c1[nH]nc(-c2ccccc2)n1Cc1ccccc1,7,-28,39,-1,18,5,1,29,-1.7
CC(=O)c1cccc(NC(=O)c2ccc(C(=O)Nc3cccc(C(C)=O)c3)nc2)c1,-37,13,15,-14,-5,-5,0,-25,1.5
O=C(NCc1csc(-c2cccs2)n1)c1cccc(Cl)c1,24,-11,-16,7,31,-1,0,-3,0.1
C=CCc1ccccc1Oc1cc(OC)nc(N)n1,16,21,19,1,1,6,-3,0,-0.8
CN(C)CCCNC(=S)N(CCO)Cc1cc2cc3c(cc2[nH]c1=O)OCO3,11,-35,-6,1,19,2,-2,-8,-0.2
O=C1CCCC2=C1C(c1ccsc1)CC(=O)N2c1ccccc1F (centres undefined),10,8,19,1,7,-3,-2,14,0.1
OC(CNCCCN1CCCCC1)COc1ccccc1 (centres undefined),4,-4,8,1,2,-3,-3,8,-0.1
